Assay outcomes: PubChem BioAssay, Sanford-Burnham Center for Chemical Genomics
UBC13 polyUb: UBC13 polyubiquitin chain formation inhibitors, primary screen, biochemical, TR-FRET, uHTS. hit rate 0.47% among 330,000. AID 485273, 2010. Ubiquitin-conjugating enzyme E2 N (Homo sapiens), P61088. inhibition, % at 20 µM; in the data active = inhibition above about 45%, passing the limit was not always enough
Target sequence (P61088 whole entry, looked up): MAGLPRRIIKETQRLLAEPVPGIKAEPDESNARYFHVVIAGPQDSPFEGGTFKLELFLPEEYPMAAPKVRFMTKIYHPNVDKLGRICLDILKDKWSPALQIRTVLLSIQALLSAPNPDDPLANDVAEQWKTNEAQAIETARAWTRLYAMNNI
CCR6 antagonist: CCR6 receptor antagonists, primary screen, cell-based, CHO-K1, luminescence, beta-arrestin, uHTS | hit rate 0.49% among 340,000 | inhibition, % at 20 µM | C-C chemokine receptor type 6 (Homo sapiens), P51684 | CHO-K1 CCR6 PathHunter beta-arrestin, CCL20-stimulated;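 active = compounds whose inhibition of the agonist-driven luminescence signal at 20 µM reaches about 50%, limit read from the data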;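 note: cells stimulated with CCL20 at 14 nM final; plate controls were DMSO with CCL20 for no effect and DMSO without agonist for full effect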
Target sequence (P51684 whole entry, looked up): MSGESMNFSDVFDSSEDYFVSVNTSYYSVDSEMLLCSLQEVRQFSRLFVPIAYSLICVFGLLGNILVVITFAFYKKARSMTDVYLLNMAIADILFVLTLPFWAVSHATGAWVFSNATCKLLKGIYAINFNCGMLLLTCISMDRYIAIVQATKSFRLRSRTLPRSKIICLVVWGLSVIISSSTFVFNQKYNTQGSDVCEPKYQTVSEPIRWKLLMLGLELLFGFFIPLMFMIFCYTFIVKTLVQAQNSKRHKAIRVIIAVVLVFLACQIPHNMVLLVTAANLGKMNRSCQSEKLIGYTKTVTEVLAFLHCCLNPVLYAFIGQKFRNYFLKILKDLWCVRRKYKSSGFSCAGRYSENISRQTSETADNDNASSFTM
CXCR6 block: CXCR6 receptor inhibitors, primary screen, cell-based, beta-arrestin, luminescence, CHO-K1 PathHunter, 1536-well; inhibition, % at 20 µM; C-X-C chemokine receptor type 6 (Homo sapiens), O00574; AID 602244, 2012; hit rate 0.36% among 360,000; in the data active = inhibition above about 34%, passing the limit was not always enough;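 note: antagonist mode with CXCL16 agonist at 10 nM final; 0% = 10 nM CXCL16 with DMSO and 100% = unstimulated wells without agonist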
Target sequence (O00574 whole entry, looked up): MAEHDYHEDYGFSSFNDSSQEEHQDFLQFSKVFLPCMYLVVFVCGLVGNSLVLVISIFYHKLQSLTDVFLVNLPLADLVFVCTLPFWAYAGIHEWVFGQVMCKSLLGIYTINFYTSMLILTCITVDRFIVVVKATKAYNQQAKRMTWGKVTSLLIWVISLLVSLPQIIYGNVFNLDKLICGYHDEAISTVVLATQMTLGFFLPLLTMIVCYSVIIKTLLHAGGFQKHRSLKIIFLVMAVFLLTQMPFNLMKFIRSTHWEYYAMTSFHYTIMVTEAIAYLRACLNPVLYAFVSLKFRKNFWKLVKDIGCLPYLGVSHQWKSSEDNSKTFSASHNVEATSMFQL
Jurkat NFkB inh: inhibitors of induced NF-kB luciferase reporter, primary screen, TCR NF-kB activation inhibitor project, cell-based, luminescence, uHTS; Jurkat, PMA/ionomycin-induced NF-kB luciferase reporter; inhibition, % at 4 µM; hit rate 0.53% among 330,000; AID 435003, 2010; in the data active = inhibition above about 50%
697 NFkB inh: inhibitors of PMA/ionomycin-induced NF-kB reporter, 697 cells, primary screen, B-cell NF-kB inhibitor project, cell-based, luminescence, uHTS; hit rate 0.33% among 330,000; AID 435022, 2010; 697 B-cell NF-kB luciferase reporter, 16 h; inhibition, % at 4 µM; in the data active = inhibition above about 35%
EBI2 block: EBI2 receptor antagonists, beta-arrestin recruitment, primary screen, cell-based, luminescence, 7a,25-OHC stimulation, uHTS. 7a,25-OHC stimulated. AID 651636, 2012. inhibition, % at 5 µM. hit rate 0.81% among 360,000. G-protein coupled receptor 183 (Homo sapiens), P32249; in the data active = inhibition above about 38%;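 note: enzyme fragment complementation signal reports receptor beta-arrestin coupling in cells; 0% = agonist plus DMSO wells and 100% = wells without agonist; some results beyond the cut were filed as inactive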
APJ antagonist: antagonists of human apelin receptor APJ, primary screen, CHO-K1 cells, beta-arrestin complementation, luminescence. inhibition, % at 20 µM. hit rate 0.32% among 330,000. P35414;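 active = inhibition above about 40% at 20 µM, limit read from the data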;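 note: cells challenged with 10 nM apelin-13 agonist together with compound; plate controls were apelin-13 plus DMSO wells for no effect and DMSO wells lacking apelin-13 for full effect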
Gli-Sufu antag: Gli-Sufu pathway antagonists, primary screen, luciferase luminescence, Sufu-KO-LIGHT cells, uHTS. Sufu-KO-LIGHT fibroblasts, Gli luciferase reporter luminescence. inhibition, % at 5 µM. hit rate 0.74% among 340,000. AID 588413, 2011;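 active = inhibition above about 55%, limit read from the data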;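 note: 0% = DMSO-treated cells and 100% = wells with medium but no cells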
* = called active by the depositor; nt = not tested or not shown. The order is random; overall some 3% were active at least once.

SMILES	UBC13 polyUb	CCR6 antagonist	CXCR6 block	Jurkat NFkB inh	697 NFkB inh	EBI2 block	APJ antagonist	Gli-Sufu antag
Cc1c(C2=CCN(S(=O)(=O)c3ccc(Br)cc3)CC2)c2ccccc2n1C	8	2	-3	11	-16	17	2	4
COc1ccc(C(=O)C2=NN(C(C)=O)CC2c2ccco2)cc1 (stereo unspecified)	-8	8	8	-20	15	2	7	-5
O=C(NCc1ccccc1)c1ccc(CS(=O)(=O)c2ccccc2)o1	-1	5	3	6	2	5	-2	6
CCC(C)(NC(=O)c1ccccn1)C(=O)NC1CCCCC1 (stereo unspecified)	2	2	11	14	14	-3	7	2
COc1ccccc1-c1cc(C(=O)N2CCN(c3ccccc3OC)CC2)no1	3	-5	-1	3	-10	18	11	3
CCOc1cc(CNCCc2ccc(S(N)(=O)=O)cc2)ccc1OCC(=O)NC1CCCCC1	9	1	-4	-13	-33	-12	-27	5
O=C(CN1C(=O)c2ccccc2S1(=O)=O)NCCC1=CCCCC1	7	-7	2	14	17	-3	8	12
COc1cc(C)c(Cl)cc1S(=O)(=O)N1CCSC1	-4	15	-4	-19	-44	-10	3	-10
O=C(CSc1nc2ccccc2[nH]1)N/N=C/C=C\c1ccccc1[N+](=O)[O-]	23	7	3	-24	0	4	-1	-6
O=C(N/N=C/c1ccncc1)c1ccncc1	nt	6	-9	nt	nt	-5	nt	7
Cc1ccc(C(=O)OCC(=O)NCc2ccc3c(c2)OCO3)o1	-4	8	-6	-1	6	-5	4	1
Cc1ccc2nc(NC(=O)C3CCN(S(=O)(=O)c4ccc5c(c4)oc(=O)n5C)CC3)sc2c1	-9	6	-7	19	9	12	-16	10
CN(C)/C=C/C(=O)c1cnc(-c2ccccc2Cl)s1	-10	20	11	-106	-125	-3	7	-79
S=c1[nH]nc(-c2cccnc2)n1/N=C/c1ccccc1	-2	7	-11	9	5	6	12	16
CC1CN(C(=O)c2ccc(COc3ccc4ccccc4c3)o2)CC(C)O1 (stereo unspecified)	11	14	-17	14	-23	12	-7	-14
Cc1cc(C)n(C(=O)CNC(=O)c2cccc(F)c2)n1	9	21	8	2	11	2	10	20
Nc1nnc(-c2ccc(Cl)c([N+](=O)[O-])c2)s1	-7	-15	-6	11	-11	-5	-28	-2
O=C(N/N=C/c1cccc(F)c1)c1ccc(Cl)cc1	4	11	3	-66	-61	3	-3	-78
CC(C)CN(C(=O)COc1ccc2ccc(=O)oc2c1)C1CCS(=O)(=O)C1 (stereo unspecified)	14	11	-4	-2	15	1	8	-21
CN(C)N(C)C(=O)C(O)(c1ccccc1)c1ccccc1	-4	26	-4	-15	6	3	-16	-3

One compound at a time, as listed above. Screens in order: UBC13 polyUb	CCR6 antagonist	CXCR6 block	Jurkat NFkB inh	697 NFkB inh	EBI2 block	APJ antagonist	Gli-Sufu antag
Record of Nc1nnc(-c2ccc(Cl)c([N+](=O)[O-])c2)s1 = -7	-15	-6	11	-11	-5	-28	-2
Record of CC1CN(C(=O)c2ccc(COc3ccc4ccccc4c3)o2)CC(C)O1 (stereo unspecified) = 11	14	-17	14	-23	12	-7	-14
Record of CN(C)/C=C/C(=O)c1cnc(-c2ccccc2Cl)s1 = -10	20	11	-106	-125	-3	7	-79

Later entries
SMILES	UBC13 polyUb	CCR6 antagonist	CXCR6 block	Jurkat NFkB inh	697 NFkB inh	EBI2 block	APJ antagonist	Gli-Sufu antag
CC(C)(O)C#Cc1ccc(CN2CCN(C3CCCCC3)C(CCO)C2)cc1 (stereo unspecified)	3	-2	-2	0	0	2	-7	25
COc1ccc(NC2CCCN(Cc3cccc4cnccc34)C2)cc1OC (stereo unspecified)	-4	9	-5	4	-1	3	18	nt
CCOC(=O)C1CCCCN1Cc1cn(C)nc1-c1ccccc1F (stereo unspecified)	-9	6	0	-3	-5	-6	1	5
Cc1c(Cl)cccc1NC(=O)C(=O)NNC(=O)c1ccccc1F	-9	8	1	-18	-1	7	-27	-20
CCOc1ccc(S(=O)(=O)N2CCCC(C(=O)N3CCOCC3)C2)cc1Cl (stereo unspecified)	7	13	1	-5	11	4	8	-13
CCOC(=O)N1CCN(C(=O)c2cn(CC)c3ccc(S(=O)(=O)N4CCCCC4)cc3c2=O)CC1	-7	8	-8	-7	9	-6	-3	5
CC1(C)CC(=O)C2=C(C1)NC(=S)C(C#N)C21CCCCC1 (stereo unspecified)	-1	-7	-3	-3	-7	-1	-5	-2
CN(C)C1=NCCN1CC1CCCCCC1	2	-5	-27	-3	-3	-9	-1	5
Cc1ccc(C(=O)/C=C/c2ccco2)c(O)c1	-7	18	1	-7	12	5	12	-7
CCOc1cccc(C(=O)Nc2ccc(N(CC)CC)cc2)c1	9	12	9	7	-25	5	-10	-13
Cc1csc(NC(=O)CCC(=O)N(CC(=O)NC2CCCCC2)c2ccccc2)n1	-7	2	10	20	12	-1	-2	-10
Cc1ccc(OCCN2CCCCCC2)c(C)c1	9	-6	0	24	13	-14	3	-3
O=C(NC1CCS(=O)(=O)C1)c1ccccc1C(=O)c1ccccc1 (stereo unspecified)	16	5	0	6	-7	-5	10	8
CC(OC(=O)c1ccc([N+](=O)[O-])cc1)C(=O)NCC1CCCCC1 (stereo unspecified)	-10	-5	-12	2	1	-17	10	6
COCCC(=O)N1CCCC(C(=O)c2ccccc2SC)C1 (stereo unspecified)	nt	-14	-4	nt	nt	2	nt	-18
C[C@H](CCC(=O)NCC(=O)O)[C@H]1CC[C@H]2C3[C@H](O)C[C@@H]4C[C@H](O)CC[C@]4(C)[C@H]3C[C@H](O)[C@]12C (stereo partly specified)	-10	1	4	9	10	4	15	1
Cc1ccc(C2N(C)c3ccccc3-c3nc4ccccc4n32)o1 (stereo unspecified)	22	24	12	-1	-9	10	-8	-1
Cc1ccc(S(=O)(=O)NC(CC(C)C)C(=O)N2CCOCCOCCOCC2)cc1 (stereo unspecified)	-1	13	9	5	0	2	-6	-7
Cc1nn(C)cc1C(C(=O)NC1CCCCC1)N(CCc1ccccc1)C(=O)c1cnccn1 (stereo unspecified)	-8	16	-7	-12	6	0	2	-3
COc1cccc(CC(=O)NC2CCCN(Cc3ccccc3F)C2)c1 (stereo unspecified)	3	9	-5	2	-5	0	13	-1
CC(C)(C)OC(=O)N1CCC(C(=O)NCC2CCCO2)CC1 (stereo unspecified)	-3	2	6	-5	15	-8	10	-3
CCc1nc(-c2ccccc2)cc(=O)[nH]1	1	-3	-2	4	-1	3	8	-7
CN(C)c1ccc(/C=N/NC(=O)C(=O)/C=C2\NC3(CCCC3)Cc3ccccc32)cc1	-29	14	26	-11	-9	31	10	2
S=C(NCc1ccccn1)Nc1ccc(Cl)cc1	-6	-53	-24	-28	-2	3	-9	-20
NS(=O)(=O)c1ccc(N/N=C2/CCCCC2C2CCCCC2)c([N+](=O)[O-])c1 (stereo unspecified)	-29	32	11	7	-25	15	13	9
CCOC(=O)c1c(NC(=O)c2ccccc2Br)sc2c1CCc1ccccc1-2	17	5	-8	-1	4	33	12	12
NC(=O)c1ccc(NC(=O)COC(=O)CCCN2C(=O)c3cccc4cccc(c34)C2=O)cc1	8	-22	-1	2	7	-11	-13	-11
COc1ccc(Oc2cc(Cl)nc(N)n2)cc1	4	4	1	1	-27	-1	11	-7
CN(C(=O)CCc1ccccc1)c1nnc(-c2ccncc2)s1	1	18	6	6	-6	-1	-5	0
S=C(NCc1ccco1)Nc1ccc(Oc2ccc(Cl)cc2)cc1	0	25	-7	9	-2	20	10	3

Brought forward from above: 2 entries, followed by the next part.
SMILES	UBC13 polyUb	CCR6 antagonist	CXCR6 block	Jurkat NFkB inh	697 NFkB inh	EBI2 block	APJ antagonist	Gli-Sufu antag
CN(C(=O)CCc1ccccc1)c1nnc(-c2ccncc2)s1	1	18	6	6	-6	-1	-5	0
S=C(NCc1ccco1)Nc1ccc(Oc2ccc(Cl)cc2)cc1	0	25	-7	9	-2	20	10	3
CN(C)/C=N/c1cc(=O)n(C)c(=O)n1CC1CC1	-4	0	-1	-15	18	-5	3	-3
O=C(NCCc1ccccc1)c1ccc2c(c1)OCCO2	-1	3	-4	54*	22	3	-4	34
Cc1cccc(-c2noc(-c3ccccc3C(=O)NCc3ccco3)n2)c1	4	-1	-2	-39	-25	4	4	-52
CCN(CC)CCn1c(=N)n(CCOc2ccccc2)c2ccccc21	0	-12	-3	-16	-19	6	5	14
Clc1ccc(-c2nc(N3CCCCC3)nc3ccccc23)cc1	19	16	4	-1	0	0	16	11
Cc1c(C(=O)O)cccc1-c1ccc(C=O)o1	-2	-31	-9	3	-15	-7	7	-6
O=C1CCc2cc(S(=O)(=O)N3CCN(C(=O)c4ccco4)CC3)ccc2N1	-12	11	9	-6	-4	-7	9	0
CCn1nc(NC(=O)COC)c2cc3cc(C)ccc3nc21	-2	7	6	-34	-10	-11	12	0
CCCCn1c(O)c(N=Nc2ccccc2O)c2ccccc21	-64	21	15	2	8	14	1	2
CCOC(=O)Cn1c(=O)oc2cc(S(=O)(=O)N3CCN(C(=O)OCC)CC3)ccc21	-2	3	1	-1	-19	-13	10	-18
COc1ccc(C2CC(c3ccccc3)=NN2C(=O)COC(=O)C2CC2)cc1 (stereo unspecified)	5	14	2	3	1	2	5	-5
CCCNC(=O)C(Cc1ccc(Cl)cc1)NC(=O)c1ccc(-c2ccccc2)cc1 (stereo unspecified)	6	17	-2	-11	4	9	11	7
Brc1ccc(-c2cn3nc4c(nc3n2)CCCC4)cc1	11	3	12	-115	-138	3	12	-56
CCOC(=O)CSc1nnc(-c2ccncc2)o1	0	-1	-1	10	-4	2	13	7
CN(C)c1ccc(/C=N/NC(=O)c2ccc3nc[nH]c3c2)cc1	-1	2	-2	0	1	-13	4	0
CCN1CCN(c2ccc(S(=O)(=O)N3CCOCC3)cc2NC(=O)c2ccccc2OC(F)F)CC1	-13	5	8	4	-9	13	16	-2
CCC(=O)NNc1cccc(Cl)n1	-1	6	-5	-7	4	-17	1	-3
CC1(C)CC(=O)c2cc(C(=O)Nn3cnnc3)c(=O)n(-c3ccccc3)c2C1	-8	-29	-2	-4	8	-2	-28	10
CC(=O)Nc1ccc(SCC(=O)N(C)CC(=O)Nc2ccccc2Cl)cc1	4	2	-7	3	6	-3	-1	6
CC(C)(C)NC(=O)NC(=O)COC(=O)C1=COCCO1	-9	4	1	9	17	-4	5	1
CCCn1c(C(O)c2cccc(OC)c2)nc2ccccc21 (stereo unspecified)	6	11	8	-9	-15	-2	13	13
CC(=O)c1ccccc1NC(=O)CCN1C(=O)C2CCCCC2C1=O (stereo unspecified)	2	-1	-5	-7	-8	4	4	-3
O=C(NCc1ccccc1Cl)C1CCCN(c2nc3ccsc3c(=O)s2)C1 (stereo unspecified)	6	nt	nt	-6	-7	nt	-11	nt
Cc1ccc(S(=O)(=O)N2CCC[C@H]2C(=O)OCC(=O)N2CCc3ccccc32)cc1	8	5	6	-2	11	-11	0	nt
COc1ccc(C)cc1-n1[nH]nnc1=S	7	-9	-4	-12	-7	-3	0	-2
CN1CCN(C(=O)c2ccccc2[N+](=O)[O-])CC1	-2	7	-21	0	-7	-7	15	22
O=C(O)CCC(NS(=O)(=O)c1ccc(N2CCCC2=O)cc1)C(=O)O (stereo unspecified)	11	12	-3	1	17	-10	5	7
O=C(OCC(=O)N1CCN(c2ccccc2)CC1)c1ccccn1	nt	13	-13	nt	nt	4	nt	5
CCOC(=O)c1ccc(N2C(=O)CC(Nc3ccc(O)cc3)C2=O)cc1 (stereo unspecified)	-8	8	-5	9	22	-15	-39	18
COc1cc(S(=O)(=O)N2CCn3cccc3C2C)ccc1NC(C)=O (stereo unspecified)	12	-8	5	7	4	-7	-4	20
N[C@@H](Cc1cc(I)c(O)c(I)c1)C(=O)O	3	-11	-6	19	17	-4	15	6
